RSV CPE inhibition: RSV antiviral activity via CPE protection, HEp-2 cells, primary 10 µM value included (AID 2391); HEp-2 cells, RSV-induced CPE inhibition; higher % means a stronger effect; CPE inhibition, % at 10 µM; hits with a dose series show IC50 in µM; actives 0.13% (n = 310,000); in the data active means a potency from the dose series; inconclusive means CPE inhibition mostly from about 23% at the one dose, without a potency; inactive means the rest, 99 in 100 with CPE inhibition below about 21%; further: strong numbers were not always called active
T cell modulator: T cell immune modulators affecting CD8 T cell-vesicle binding. 2C CD8+ T cell-vesicle binding, flow cytometry; stronger effect = lower value. calls only at 7 µM. actives 0.068% (n = 330,000). AID 2052;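 active means response, share of CD8 T cells binding vesicles, and their 90th percentile fluorescence all below set limits, cut at about 80% in these data, passing the limit was not always enough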
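Incubation: binding step 1.5 h, 37 °C, antibody labelling 20 min, ice; system: murine 2C transgenic CD8+ T lymphocytes; technique: cytometric PE anti-B7-1 and Alexa647 anti-CD8 signals after 1% paraformaldehyde fixation; also added: QL9-charged Drosophila Ld/ICAM-1/B7-1 vesicles; control set: naked versus QL9-loaded vesicles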
Myeloid diff MLP: myeloid differentiation induction | AID 624256 | calls only at 10 µM | actives 1% (n = 360,000) | ER-HoxA9 myeloid progenitors, lysozyme-GFP differentiation, flow cytometry;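 active means normalized GFP-positive differentiation at or above the plate's own cutoff, the solvent-only control mean plus 3 SD; inconclusive means no clear call, values can overlap the other calls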;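 further: cells exposed to compound for four days before flow analysis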
Large T inhibition: TAg ATPase/helicase activity blockers – biochemical (AID 1903). inhibition, % at 20 µM; hits with a dose series show IC50 in µM. actives 0.39% (n = 310,000). SV40 large T antigen ATPase/helicase inhibition assay; higher % means a stronger effect; in the data active means a potency from the dose series; inconclusive means inhibition mostly from about 32% at the one dose, without a potency; inactive means the rest, 99 in 100 with inhibition below about 32%; further: strong numbers were not always called active
MgcRacGAP inhibition: MgcRacGAP GTPase-activating activity inhibitors, confirmation, biochemical, ADP Hunter fluorescence; AID 624330; inhibition, % at 30 µM; hits with a dose series show IC50 in µM; MgcRacGAP-stimulated Rac1 GTP hydrolysis, ADP Hunter fluorescence; higher % means a stronger effect; GST-tagged Rac1 F28L mutant substrate; actives 0.6% (n = 340,000);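 active means first-screen hits whose inhibition reached a set limit at any dose in the follow-up dose series; inconclusive means inhibition above the set first-screen limit but never retested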;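 further: fluorescence reports GDP produced by GAP-driven GTP hydrolysis; strong numbers were not always called active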
NTR1 agonist: NTR1-driven beta-arrestin-GFP spot formation – imaging, U2OS cells, high content, primary screen (AID 493036) | agonist mode | activation, % at 20 µM | actives 0.17% (n = 330,000);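 active means activation at or above 40% of the spot to cytoplasm intensity ratio, with at least 20 cells analyzed; inconclusive means wells under 20 cells, flagged as cytotoxic or low count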;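 further: 0% = DMSO without peptide and 100% = 100 nM NTR1 peptide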
Target sequence (P30989 whole entry, looked up): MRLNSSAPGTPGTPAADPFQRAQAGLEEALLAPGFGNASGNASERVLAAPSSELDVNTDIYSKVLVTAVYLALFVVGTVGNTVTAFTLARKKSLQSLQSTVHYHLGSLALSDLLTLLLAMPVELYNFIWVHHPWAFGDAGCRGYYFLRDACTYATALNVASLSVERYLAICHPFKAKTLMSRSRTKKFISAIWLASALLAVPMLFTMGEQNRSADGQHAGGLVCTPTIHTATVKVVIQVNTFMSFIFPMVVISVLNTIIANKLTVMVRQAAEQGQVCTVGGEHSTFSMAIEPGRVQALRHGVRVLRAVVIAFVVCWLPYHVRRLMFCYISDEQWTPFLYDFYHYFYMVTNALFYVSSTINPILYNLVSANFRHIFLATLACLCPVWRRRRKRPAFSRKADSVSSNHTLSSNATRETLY
PhoP inhibition: inhibitors of PhoP regulon expression, primary screen, Salmonella Typhimurium, GFP reporter (AID 1863); S. Typhimurium PhoP-regulated promoter GFP reporter, 4 h; higher % means a stronger effect; inhibition, % at 50 µM; hits with a dose series show IC50 in µM; actives 0.16% (n = 300,000);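 active means inhibition over 29.93%, a cutoff 3 SD above the screen mean, later confirmed by dose response; inconclusive means inhibition over 29.93% but no dose response follow-up; inactive means inhibition at most 29.93% or unconfirmed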;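 further: 0% = low Mg2+ inducing control and 100% = high Mg2+ repressing control; strong numbers were not always called active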
K1F lysis inhibition: protection from phage-mediated lysis, alamar blue read-out – E. coli UTI89, K1F phage, bacterial capsule biogenesis inhibitors (AID 488966) | E. coli UTI89 K1F phage lysis, alamar blue, 2 h; higher % means a stronger effect | inhibition, % at 100 µM; hits with a dose series show IC50 in µM | actives 0.02% (n = 340,000);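 active means phage lysis inhibition, versus mean bacterial control, above a set limit; inconclusive means no clear call, values can overlap the other calls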;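 further: capsule biogenesis inhibitors block K1F phage lysis so surviving cells raise fluorescence; higher fluorescence means more inhibition of phage lysis; actives were called in the ten point dose series up to 300 µM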
TNAP activation fold: stimulation of alkaline phosphatase TNAP activity – biochemical, luminescent, no phosphate acceptor, uHTS, primary screen (AID 1001) | purified TNAP, luminescent activation assay, no phosphate acceptor; higher activation fold means a stronger effect | one-dose activation fold at 20 µM; EC50 in µM for titrated hits | actives 0.03% (n = 200,000); in the data active means activation fold from about 3, or a potency from the dose series; inactive means the rest, 99 in 100 with activation fold below about 1.6; further: many of its hits are not listed in these tables
T cell modulator vesicle-bound %: further read-out of T cell modulator, marked with its call; double positive events, %; measured here: CD8+ vesicle-bound cell fraction;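 binding gate set so that unloaded-vesicle control wells show 10% double positive cells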
NTR1 agonist cell count 20 µM: further read-out of NTR1 agonist, marked with its call; cell count; measured here: cell count, cytotoxicity flag
Myeloid diff MLP GFP+ MAC1+ %: also measured in Myeloid diff MLP; calls as there; GFP+ MAC1+ double positive, %; measured here: differentiation confirmed by MAC1 staining
Numbers without * were called inactive; i = inactive; ? = inconclusive; nt = not tested or not shown; [ ] = remark or other dose.

SMILES	RSV CPE inhibition	T cell modulator	T cell modulator vesicle-bound %	Myeloid diff MLP	Myeloid diff MLP GFP+ MAC1+ %	Large T inhibition	MgcRacGAP inhibition	NTR1 agonist	NTR1 agonist cell count 20 µM	PhoP inhibition	K1F lysis inhibition	TNAP activation fold
O=S(=O)(Nc1nc2ccccc2[nH]1)c1ccccc1	0.5%	i	41	i	2.2	-1%	6%	0.8	50	-7%	0.0%	1
COc1ccc([N+](=O)[O-])cc1NC(=O)CSCc1ccc(Br)cc1	1.9%	i	35	i	3.1	8%	1%	6.1	44	2%	2.0%[50 µM]	1.1
O=C(CCN1C(=O)C2C3C=CC(C3)C2C1=O)N1CCN(c2cccc(Cl)c2)CC1 (stereo not given)	-0.1%	i	1	i	0.6	6%	8%	0.9	48	30%	5.8%	1.1
Cc1cccc(NC(=O)Cn2cnc3c(oc4nc5c(cc43)COC(C)(C)C5)c2=O)c1	2.8%	i	60	i	0.6	6%	0%	-0.6	89	-14%	-0.1%	1.1
Cc1ccccc1N1CCN(C2CCCN(C(=O)c3ocnc3C)C2)CC1 (stereo not given)	0.8%	i	56	i	0.6	11%	7%	0.3	59	7%	-0.1%	nt
O=C(NCC(c1ccco1)N1CCc2ccccc2C1)c1cccc([N+](=O)[O-])c1 (stereo not given)	-1.6%	i	60	i	0.9	12%	4%	1.5	83	-8%	0.2%[50 µM]	nt
COc1ccc(Br)cc1CNc1ccc(N2CCOCC2)cc1	1.3%	i	8	i	0.5	?	?	1.1	52	17%	0.0%	nt
CCN1CCN(CCOc2cccc(Oc3ccccc3)c2)CC1	-4.4%	i	36	i	0.5	8%	106µM*	-0.4	41	-2%	0.3%	1.1
O=C(Nc1ccc2c(c1)OCCO2)c1cccc(S(=O)(=O)N2CCOCC2)c1	-1.1%	i	33	i	0.9	5%	5%	-6.1	81	-2%	0.2%	1
CC(C(=O)N(C)C1CCCCC1)N1CCC(C(N)=O)CC1 (stereo not given)	0.5%	i	20	i	1.2	3%	5%	3.8	52	-3%	0.3%	nt
COc1ccccc1NC(=O)Nc1ccccc1N1CCOCC1	1.5%	i	12	i	0.8	15%	7%	1.3	44	-9%	0.5%	nt
Cc1ccc(NC(=O)c2c(C(F)(F)F)nn(C)c2SCc2ccc(Cl)cc2)cc1C	5.8%	i	45	i	1.1	25%	-2%	1.7	65	6%	-3.7%	1.1
COc1ccc(NC(=O)C2CCN(S(C)(=O)=O)CC2)cc1OC	1.9%	i	54	i	0.2	14%	10%	1.6	56	-2%	0.4%	nt
O=C(c1cccc(F)c1)N1CCN(Cc2cccc(Br)c2)CC1	3.1%	i	14	i	0.7	10%	136µM*	1.2	53	4%	-1.8%	nt
Cc1ccc(CS(=O)(=O)Cc2ccc(C(=O)NCCc3ccccc3)o2)cc1	18%	i	19	i	0.5	0%	9%	1.1	54	-3%	0.4%	nt
NC(=O)CN1CCCC1c1ccc2c(c1)OCCO2 (stereo not given)	1.1%	i	28	i	0.5	11%	6%	2.2	40	10%	0.3%	nt
Cc1nc(C(=O)NC2CC2)sc1C1(C)CC(c2ccccc2)=NO1 (stereo not given)	0.1%	i	7	i	1.6	5%	-7%	-1.6	89	-1%	-1.1%	nt
O=C(c1ccc(N2CCOCC2)nc1)N1CCOCC1	-0.1%	i	20	i	6.2	3%	5%	0.2	48	0%	1.5%	1.1
O=C1CCCC2=C1C1(CCCC1)N=C(Nc1nc3ccccc3s1)N2	0.2%	i	37	i	4.2	1%	8%	17	75	-7%	-1.8%	1.1
COc1ccc(C2=NS(=O)(=O)N(C)C(C(=O)Nc3ccc4c(c3)OCO4)=C2)cc1OC	1.7%	i	42	i	2.0	nt	6%	-0.3	53	nt	-0.1%	nt
CCOC(=O)Cn1c(=O)c2c(nc3n2CCN3Cc2ccccc2)n(C)c1=O	1.5%	i	59	i	0.4	1%	8%	-1.5	54	6%	0.5%	1.1
COc1ccc2c(c1)C1(C)CC(C)(C)N2C(=O)N1c1ccccc1 (stereo not given)	2.9%	i	40	i	0.3	5%	8%	4.6	62	-1%	0.3%	1
CC(O)(CS(=O)(=O)Cc1ccccc1)C(=O)Nc1cccc(C(F)(F)F)c1 (stereo not given)	1.8%	i	47	i	2.7	8%	5%	0.6	80	-1%	6.9%	1.1
CCOc1nc(N=C(N)N)nc2c(C)cccc12	-0.9%	i	52	i	1.0	10%	2%	1.8	68	4%	0.0%	1.2
CCOc1ccccc1OC(=O)c1ccco1	2.6%	i	30	i	1.7	4%	-4%	-1.9	59	9%	0.1%	1.1
Cc1cccc(C)c1NC(=O)CN(C)C(=O)c1ccc2nc[nH]c2c1	0.8%	i	35	i	0.4	4%	1%	-0.4	52	-6%	0.8%[50 µM]	nt
Cc1ccc(NC(=O)c2ccc(CNS(=O)(=O)c3cccc(C(F)(F)F)c3)cc2)cc1	0.0%	i	61	i	0.4	17%	12%	0.0	61	-11%	0.3%	1.1
CC1(CCc2ccc3c(c2)OCO3)NCCc2c1[nH]c1ccccc21 (stereo not given)	2.5%	i	7	i	1.1	3%	6%	5.8	63	-1%	0.3%	nt
COc1cc(-c2nnc(SCC(=O)Nc3ccc4c(c3)OCCO4)o2)cc(OC)c1OC	1.8%	i	46	i	2.4	9%	11%	-0.3	93	1%	-0.1%	1.1
CC(=O)N=C1SC2CS(=O)(=O)CC2N1c1c(Cl)cccc1Cl (stereo not given)	1.8%	i	45	i	0.6	-2%	5%	-0.5	56	3%	-0.2%	1.1
COCCCn1c(=O)c2sccc2n(Cc2cccc(F)c2)c1=O	3.9%	i	36	i	0.5	5%	11%	-0.7	54	6%	0.1%	nt
CCC(C)NC(=O)COc1ccc(Br)c(C)c1 (stereo not given)	-0.8%	i	47	i	0.9	9%	4%	0.5	81	-6%	5.8%	1.1
CC1Sc2ccc(S(=O)(=O)CCC(=O)Nc3cc(F)ccc3F)cc2NC1=O (stereo not given)	0.1%	i	19	i	0.0	17%	13%	0.5	65	-3%	0.4%	nt
COC(=O)CSc1ccc2c(N)c(C(=O)OC)sc2c1	2.1%	i	18	i	1.3	5%	15%	1.8	87	2%	-0.3%	1.1
O=C(CSc1ncn[nH]1)Nc1ccnc2ccccc12	2.7%	i	29	i	1.7	4%	17%	-1.7	64	9%	-0.9%	1.1
CC(=O)c1cccc(NC(=O)c2ccc(S(=O)(=O)N3CCCC3)cc2)c1	5.8%	i	28	i	0.8	1%	6%	1.0	43	11%	0.4%	nt
CC(C)CC(=O)NC(NC(=S)Nc1ccccc1)C(Cl)(Cl)Cl (stereo not given)	-0.9%	i	51	i	1.4	7%	11%	0.7	68	4%	0.2%	1.1
C=CCn1c(SCC(=O)NCc2cccs2)nnc1C1CCCCC1	-0.9%	i	12	i	9.0	-1%	-4%	-1.0	61	5%	-0.6%	1.1
O=C(Nc1ccccc1)c1ccc(NCCc2ccccc2)c([N+](=O)[O-])c1	4.1%	i	14	i	1.3	7%	4%	-2.1	45	-16%	-1.7%	1
CC(=O)C1=C(c2ccccc2)NC(=O)NC1c1ccccc1OCC#N (stereo not given)	0.0%	i	20	i	6.5	5%	6%	0.2	47	-11%	0.1%	1.1

Reformatted: 2 of the compounds above
| SMILES | RSV CPE inhibition | T cell modulator | T cell modulator vesicle-bound % | Myeloid diff MLP | Myeloid diff MLP GFP+ MAC1+ % | Large T inhibition | MgcRacGAP inhibition | NTR1 agonist | NTR1 agonist cell count 20 µM | PhoP inhibition | K1F lysis inhibition | TNAP activation fold |
| --- | --- | --- | --- | --- | --- | --- | --- | --- | --- | --- | --- | --- |
| COC(=O)CSc1ccc2c(N)c(C(=O)OC)sc2c1 | 2.1% | i | 18 | i | 1.3 | 5% | 15% | 1.8 | 87 | 2% | -0.3% | 1.1 |
| O=C(CSc1ncn[nH]1)Nc1ccnc2ccccc12 | 2.7% | i | 29 | i | 1.7 | 4% | 17% | -1.7 | 64 | 9% | -0.9% | 1.1 |

Further results follow:
SMILES	RSV CPE inhibition	T cell modulator	T cell modulator vesicle-bound %	Myeloid diff MLP	Myeloid diff MLP GFP+ MAC1+ %	Large T inhibition	MgcRacGAP inhibition	NTR1 agonist	NTR1 agonist cell count 20 µM	PhoP inhibition	K1F lysis inhibition	TNAP activation fold
COc1ccc(C(O)(c2ccccc2OC)C(CN2CCOCC2)c2ccccc2)cc1 (stereo not given)	1.2%	i	47	i	0.4	6%	0%	1.0	47	-2%	0.1%	1
COc1ccc(OC)c(/C=N/NC(=O)CC2C(=O)NN=C2C)c1 (stereo not given)	1.1%	i	33	i	2.4	8%	4%	-1.5	49	1%	0.7%	1.1
CC(C)c1ccc(Nc2nnc(SC3CCOC3=O)s2)cc1 (stereo not given)	1.6%	i	41	i	4.5	4%	2%	52*	67*	-5%	0.8%[50 µM]	0.9
Cc1nc(C(F)(F)F)c(C(=O)N/N=C(\N)c2ccccn2)s1	2.6%	i	9	i	0.2	8%	9%	1.2	41	2%	-0.4%	1.8
CCSc1nnc(NC(=O)[C@@H](NC(=O)c2ccccc2)C(C)C)s1	4.9%	i	49	i	0.7	5%	7%	0.3	46	-4%	4.4%	1.1
CCCc1nn2c(=O)cc(CSCC(=O)Nc3cccc(C)c3)nc2s1	0.9%	i	35	i	0.0	3%	12%	-0.9	60	-2%	0.0%	nt
Cc1cc(NC(=O)C2CC2)ncc1NC(=O)c1ccccn1	-0.2%	i	48	i	0.3	-3%	-4%	-0.3	75	-8%	0.0%	1
Cc1ccc(-n2c(C)cc3c2CC(C)(C)CC3=O)cc1C	4.3%	i	40	i	1.1	4%	9%	0.6	85	-6%	2.6%	1.1

A few values from the results shown.
O=C(c1ccc(N2CCOCC2)nc1)N1CCOCC1 – TNAP activation fold = 1.1
CCOc1ccccc1OC(=O)c1ccco1 – T cell modulator vesicle-bound % = 30
CCC(C)NC(=O)COc1ccc(Br)c(C)c1 (stereo not given) – MgcRacGAP inhibition = 4%
CC(C)CC(=O)NC(NC(=S)Nc1ccccc1)C(Cl)(Cl)Cl (stereo not given) – NTR1 agonist cell count 20 µM = 68

Source: PubChem BioAssay (several laboratories)
